D3 antag – qHTS of D3 Dopamine Receptor Antagonist: qHTS. hit rate 2.5% among 360,000. max response, negative = inhibition, %. AID 652054, 2013. D(3) dopamine receptor (Homo sapiens), P35462. D3R cells, DiscoveRx beta-arrestin luminescence, antagonist mode; active compounds read low; in the data active = max response below about -50%; inconclusive = no clear call, values can overlap the other calls; also: % is scaled to controls: 0 for no effect and ±100 for the full control effect; mostly tested at two doses, the higher about 12 µM
Target sequence (P35462 whole entry, looked up): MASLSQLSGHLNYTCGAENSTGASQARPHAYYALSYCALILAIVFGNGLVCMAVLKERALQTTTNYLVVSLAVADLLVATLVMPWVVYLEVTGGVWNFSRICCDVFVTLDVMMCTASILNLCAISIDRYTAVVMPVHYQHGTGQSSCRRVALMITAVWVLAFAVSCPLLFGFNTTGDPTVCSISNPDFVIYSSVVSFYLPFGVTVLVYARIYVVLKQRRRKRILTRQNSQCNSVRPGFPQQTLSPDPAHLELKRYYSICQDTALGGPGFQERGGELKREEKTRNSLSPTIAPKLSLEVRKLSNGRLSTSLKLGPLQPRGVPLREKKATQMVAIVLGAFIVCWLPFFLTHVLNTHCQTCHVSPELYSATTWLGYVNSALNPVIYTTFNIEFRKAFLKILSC
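Cells plated overnight at 1500 cells/well, then exposed to library compounds with dopamine controls for 90 minutes at 37 degrees C. DiscoveRx reagent added for 30–60 minutes at room temperature; luminescence read, quantitative HTS format.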
WRN helicase inh – qHTS for Inhibitors of WRN Helicase; Potency, µM (series often up to 114 µM), without a hit: top-dose activity change, negative = inhibition, most hits filed as inhibitors; AID 651768, 2012; hit rate 0.46% among 360,000; Bifunctional 3'-5' exonuclease/ATP-dependent helicase WRN (Homo sapiens), Q14191; WRN helicase unwinding, fluorescent forked duplex, kinetic; also: potency is read from the fitted curve at half-maximal effect; % is scaled to controls: 0 for no effect and ±100 for the full control effect; nearly all actives have a fitted effect of over 55% in size
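Kinetic fluorescence helicase assay: unwinding of a quenched forked DNA duplex (100 nM final) with 2 mM ATP final raises red fluorescence (525/598 nm). Compounds sat 15 min at room temperature with 20 nM WRN beforehand.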
PLK1 PBD block – qHTS for Inhibitors of PLK1-PDB (polo-like kinase 1 - polo-box domain): Primary Screen | hit rate 2.8% among 360,000 | Potency, µM, inactives show max response, negative = inhibition, most hits filed as inhibitors | AID 720504, 2013 | Plk1 PBD binding of FITC phosphopeptide, fluorescence polarization | Serine/threonine-protein kinase PLK1 (Homo sapiens), P53350; also: potency is read from the fitted curve at half-maximal effect; series mostly up to about 57 µM; % is scaled to controls: 0 for no effect and ±100 for the full control effect; nearly all actives have a fitted effect of over 65% in size
GLP-1R agonist – qHTS of GLP-1 Receptor Agonists; hit rate 0.007% among 380,000; HEK293 GLP-1R CRE-luciferase, luminescence, 4-6 h; cells express a hypersensitive GLP-1R form; Glucagon-like peptide 1 receptor (Homo sapiens), P43220; Potency, µM (titrated, usually from 45.6 µM), without a hit: at the top dose activation, hits mostly activators; also: potency is read from the fitted curve at half-maximal effect; % of control where 0% means no effect
DRD3 agonist – qHTS of D3 Dopamine Receptor Agonist: qHTS. D(3) dopamine receptor (Homo sapiens), P35462. hit rate 0.58% among 410,000. D3R DiscoveRx beta-arrestin cells, luminescence, 90 min. max activation, %; in the data active = max activation above about 30%; also: 0% is about no effect; mostly tested at two doses, the higher about 12 µM
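Agonist-mode cell screen: cells plated at 1500/well and incubated overnight at 37 °C, then exposed to library compounds for 90 min at 37 °C. Detection reagent was added for 30–60 min at room temperature, and luminescence was read.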
GLP-1R inv ag – qHTS of GLP-1 Receptor Inverse Agonists (Inhibition Mode); Potency, µM (titrated, usually from 38.3 µM), without a hit: at the top dose activity change, negative = inhibition, hits mostly inhibitors; hit rate 1.6% among 410,000; HEK293 GLP-1R CRE-luciferase, luminescence, 24 h; GLP-1R form is constitutively active; Glucagon-like peptide 1 receptor (Homo sapiens), P43220; also: potency is read from the fitted curve at half-maximal effect; % is scaled to controls: 0 for no effect and ±100 for the full control effect; nearly all actives have a fitted effect of over 55% in size
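Readout was luciferase luminescence, measured 12 min after detection reagent at room temperature. Beforehand, GLP-1R reporter HEK293 cells had sat 12 h, then received compounds for 24 hr at 37 deg C.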
PI5P4K alpha inh – qHTS for Inhibitors of phosphatidylinositol 5-phosphate 4-kinase (PI5P4K); hit rate 1.2% among 330,000; max response, %; PI5P4Kalpha enzyme, ADP-Glo luminescence, 60 min; active compounds read low; AID 652105, 2013; active = max response of -50% or lower; inconclusive = between -30% and -50%; inactive = -30% or higher; also: value at the top dose of about 77 µM; % is scaled to controls: 0 for no effect and ±100 for the full control effect
Target sequence (P48426 whole entry, looked up): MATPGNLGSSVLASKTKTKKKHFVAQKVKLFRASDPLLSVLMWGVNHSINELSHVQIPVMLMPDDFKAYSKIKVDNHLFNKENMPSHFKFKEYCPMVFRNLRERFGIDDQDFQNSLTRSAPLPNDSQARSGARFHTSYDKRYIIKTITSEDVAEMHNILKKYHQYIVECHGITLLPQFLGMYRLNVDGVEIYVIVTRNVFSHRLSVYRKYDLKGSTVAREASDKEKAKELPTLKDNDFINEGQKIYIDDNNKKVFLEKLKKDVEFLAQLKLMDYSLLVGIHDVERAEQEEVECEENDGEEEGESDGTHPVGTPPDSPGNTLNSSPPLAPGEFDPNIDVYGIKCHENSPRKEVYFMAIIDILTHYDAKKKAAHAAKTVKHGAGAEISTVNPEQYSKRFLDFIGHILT
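Luminescence from ADP-Glo served as readout of PI5P4Kalpha activity in a qHTS format. Reaction: enzyme, substrate, compound, ATP at 5 microM final, 60 min at RT.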
HEK293 tox – qHTS of GLP-1 Receptor Inverse Agonists: Cytotox Screen; HEK293 cAMP-luciferase reporter cells, luminescence, 24 h; Potency, µM (doses to about 38.3 µM), for the others: at the highest dose activity change, negative = inhibition, most hits filed as inhibitors; hit rate 0.13% among 410,000;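 also: loss of luciferase light is scored as toxicity; potency is read from the fitted curve at half-maximal effect; % is scaled to controls: 0 for no effect and ±100 for the full control effect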
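Luminescence readout: signal drop marks cytotoxicity. Plated cells grew 12 h at 37 °C, 5% CO2, received 23 nL compound for 24 h, then got luciferase reagent, read after 12 min at RT.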
IL-2 act – qHTS of IL-2 Activators | IL-2 activation reporter assay, cell-based qHTS; stimulated with anti-CD3/CD4/CD28 beads; in transgenic mouse T cells | activation, % (series mostly up to about 46 µM) | AID 652025, 2013 | hit rate 0.065% among 360,000; in the data active = activation above about 50%; inconclusive = mostly about 30% to 49%; also: 0% is about no effect
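Readout is EGFP and DsRed signal by fluorescent plate cytometry after 18 h at 37 degrees C. Transgenic mouse T cells (750/well) received compound for 60 min before bead stimulation (anti-CD3, anti-CD4, anti-CD28); memory T cells served as non-tolerant control.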
Numbers without * were called inactive; ? = inconclusive; . = no result given; & = joins results of further samples; [ ] = another dose, or the depositor's remark. Unless noted, calls follow the shape of the dose curve; as a rule, active = well fitted curve in the direction sought with a large enough effect; inconclusive = small, poorly fitted or top-dose-only effect, or another doubt; inactive = no such curve, though single readings can be large; an effect the other way counts as inactive or inconclusive.

Compound	PI5P4K alpha inh	IL-2 act	D3 antag	GLP-1R agonist	GLP-1R inv ag	DRD3 agonist	WRN helicase inh	PLK1 PBD block	HEK293 tox
N=C1CCCN1CC(=O)c1ccc(Br)cc1	0	0.1	17	-4%	1%	-3	-13%	2%	-11%
CCN(CC)S(=O)(=O)c1cccc(-c2nnc(SCCCC(=O)c3ccc(F)cc3)o2)c1	-3	-1.1	36	9%	0%	4	-4%	0%	2%
Cc1nnc2ccc(-c3cccc(NC(=O)Cc4cccs4)c3)nn12	?	-0.8	13	21%	10%	12	-3%[11.6 µM]	-1%	4%
O=C(O)c1cccc(-c2csc(C(O)c3ccccc3)n2)c1 (stereo not given)	-3	-0.8	27	-5%	?	2	2%	4%	-4%
COc1ccc2oc(C(=O)N3CCc4ccccc43)c(C)c2c1	-11	-2.3	-14	-2%	?	0	0%	-3%	-10%
NC(=O)CN1CCN(CCN2C(=O)c3cccc4cccc(c34)C2=O)CC1	-1	-0.6	-11	-4%	2%	2	8%	-12%	0%
CC1N(O)C(C)(C)C(c2ccccc2)=[N+]1[O-] (stereo not given)	-1	-0.6	-9	0%	0%	-3	-5%	-21%	9%
CCOC(=O)c1cnn(-c2ccc([N+](=O)[O-])cc2)c1N	1	0.3	17	3%	15%	-3	3%	5%	3%
COc1ccc(C(=O)c2c3ccc([N+](=O)[O-])cc3[n+]([O-])n2CCCN)cc1	?	-0.6	6	4%	5%	-12	7%	?	2%
CN(Cc1ccccc1)C(=O)c1cccc(NC(=O)Cc2cccc([N+](=O)[O-])c2)c1	6	-4.3	8	-1%	?	6	-5%	-10%	?
C=CCn1c(SCC(=O)Nc2cc(C)c(Cl)cc2OC)nnc1-c1ccco1	.	1.3	20	16%	0%	10	-11%	-6%	-11%
O=C(NCc1ccc(F)cc1)c1cc2ccccn2n1	3	-3.3	8	-5%	20%	1	-1%	6%	0%
CCN(CC)S(=O)(=O)c1ccc(C(=O)NNC(=O)C2CCN(S(=O)(=O)c3ccc(Cl)cc3)CC2)cc1	-7	-0.9	-20	-7%	?	-3	-1%	-5%	-11%
O=C(Nc1nc(-c2cccs2)cs1)c1ccc(Cl)cc1	4	1.5	-16	-27%	?	-6	-8%	-25%	54%
Cc1cc(=O)c2ccc3ccccc3c2[nH]1	3	1.8	-24	-6%	?	-10	-31%	-7%	-1%
Cc1ccc(Nc2cc(C)c(C#N)c3nc4ccccc4n23)c(C)c1	.	.	.	0%	13%	1	.	.	2%
COc1ccc2nc(Nc3nc(CSc4ccc(C)cc4)cc(=O)[nH]3)nc(C)c2c1	1	2.5	3	11%	0%	5	-6%	-3%	3%
C[n+]1cnc(-c2ccccc2)cc1-c1ccccc1	0	0.1	-4	3%	1%	1	-10%	?	-3%
Cn1nnnc1SCCNCC#Cc1ccccc1	.	-3.4	-23	-1%	6%	-32	7%	-11%	-8%
COc1ccc(OC)c(C2Nc3c(Cl)ccc(C(=O)O)c3C3C=CCC32)c1 (stereo not given)	-8	-0.2	-10	1%	-24%	1	?	?	5%
O=C(Cc1ccc(Br)cc1)NCCc1ccc(F)cc1	-1	0.0	6	-9%	?	-4	-15%	-3%	-4%
C/C(=N\NC(=O)c1cccs1)c1ccc2ccccc2c1	1	-0.3	-18	1%	20%	2	-6%	-2%	-4%
CC(C)(C)C(=O)OCCNc1nc(-c2ccccc2)nc2ccccc12	-2	-0.2	13	-10%	13µM*	9	-5%	1%	?
COc1cccc2cc(C(=O)N3CCN(c4ccc(C)cc4C)CC3)c(=O)oc12	9	-2.5	6	0%	-14%	5	-2%	-3%	3%
COc1cccc(CC2(CO)CCCN(Cc3cc(F)ccc3-n3cccn3)C2)c1 (stereo not given)	1	-4.6	-9	15%	?	-9	-6%	-15%	?
C#CCn1c(CCNC(=O)c2ccco2)nc2ccccc21	-2	-2.6	-2	5%	0%	1	1%	-14%	?
c1ccc(-c2nnc(N3CCN(c4ccccn4)CC3)c3ccccc23)cc1	.	-4.7	-3	-26%	0%	-2	0%	-12%	?
OCC1(CC2CCCCO2)CCN(C/C=C/c2ccccc2)CC1 (stereo not given)	-4	0.4	-68*	10%	3%[7.66 µM]	-13	5%	-8%	-2%[7.66 µM]
O=C(Cc1ccc(F)cc1)Nc1nccs1	-3	-0.9	-18	-4%	-10%	-4	-6%	-20%	3%
COc1ccc([C@H]2CC(=O)C=C(/C=C/c3ccc(Cl)cc3)C2)cc1	9	-3.0	-57*	0%	-12%	-6	-4%	-11%	10%
COc1cccc(OCCNS(=O)(=O)c2ccccc2[N+](=O)[O-])c1	3	0.4	-21	9%	-19%	-5	12%	-3%	?
Cc1ccccc1-c1cc(C(=O)n2cccn2)c2cc(Cl)ccc2n1	.	0.8	14	2%	0%	-6	4%	-1%	-20%
COC(=O)CCC(=O)NN1C(=O)c2ccccc2C1=O	-4	-0.9	-4	1%	-7%	-2	7%	-14%	2%
Cc1ccc(S(=O)(=O)N/N=C/C(C)(C)CO)cc1	-3	0.2	0	-28%	10%	-3	5%	2%	-7%
CN(C/C(O)=C(\C#N)c1ccccc1)C1CCCCC1	-4	-2.9	6	-18%	0%	1	2%	-6%	6%
CC(C)(O)CNC(=O)Nc1ccc(Cl)c(Cl)c1	-1	1.0	-13	8%	?	-2	-1%	-11%	5%
CC(C)n1nc(C(=O)OCC(=O)c2c[nH]c3ccccc23)c2ccccc2c1=O	.	-0.4	46	-2%	-7%	59*	-9%	7%	-18%
CC1(C)NC(=O)N(CC(O)COC2CCCCC2)C1=O (stereo not given)	-1	-0.9	110	-3%	3%	3	3%	-8%	-12%
CCOc1ccccc1N1CC(C(=O)NCCOc2ccccc2OC)CC1=O (stereo not given)	-3	-2.8	6	0%	13%	2	-24%	-2%	11%
c1cnc2c(c1)ncc1cscc12	0	1.8	4	-2%	29%	-1	5%	-6%	-11%
Cc1cccc(C)c1NC(=O)CN1CCN(c2ccc(F)cc2)CC1	-8	0.7	-14	0%	2%	-13	5%	-3%	2%
CCOC(=O)N1C/C(=C\c2ccccc2)C(=O)/C(=C/c2ccccc2)C1	1	-4.2	-52*	14%	2%	-3	-3%	-21%	4%
COc1cc(C(=O)COC(=O)C2CCCCC2)cc(OC)c1OC	-1	-0.5	19	1%	9%	-6	-20%	-1%	-8%
Cc1cc(C)c(NC(=O)CN(C)C(=O)c2ccc(OCc3ccccc3)cc2)c(C)c1	-1	-0.1	-18	-3%	-9%	6	7%	-7%	4%
O=C(CCc1nc(-c2ccc(Cl)cc2)no1)NCc1ccccc1CN1CCOCC1	9	0.6	8	10%	?	-1	-3%	2%	-4%
O=C(NC(=O)N1CCCCC1)c1ccccc1	1	0.5	2	0%	5%	-9	5%	4%	2%
COc1ccc2c(c1)OC[C@H]1[C@H]2N2C(=O)c3ccccc3NC(=O)[C@@]2(C)[C@H]1c1ccccc1	0	0.4	-16	3%	?	0	-8%	-1%	1%
Cc1cc(C)cc(C(=O)N(C)C2CCCN(Cc3ccccc3F)C2)c1 (stereo not given)	-2	0.7	-10	10%	?	-5	4%	-8%	-7%
NC(=O)CC(NC(=O)Cc1cccc2ccccc12)c1ccc(NCc2ccc(F)c(F)c2)c([N+](=O)[O-])c1 (stereo not given)	0	2.0	-22	-6%	?	-24	2%	2%	-28%
O=C(CSc1nnnn1-c1ccc2c(c1)OCCO2)Nc1nc2c(s1)CCCC2	.	-1.1	14	11%	-10%	-5	-6%	-3%&-4%	-7%
Cn1c(=O)c2c(nc(SCCN3CCOCC3)n2Cc2ccccc2)n(C)c1=O	0	-1.1	-27	7%	26%	-4	5%	-11%	5%
O=C(COc1ccccc1)NCCn1ccc2ccccc21	.	-0.9	-17	13%	0%	-3	-9%	-5%	13%
COc1ccnc(Oc2ccc(C)cc2)c1C#N	.	0.2	-4	8%	1%	-2	-7%	-2%	-10%
COc1cccc(S(=O)(=O)N(C)C[C@H]2OCc3cnnn3CCCC(=O)N([C@@H](C)CO)C[C@H]2C)c1	-10	1.5	-15	6%	2%	0	8%	-7%	1%
COc1cc(CCC(=O)NCCc2ccc(F)cc2)cc(OC)c1OC	7	-5.1	-23	1%	-21%	-7	?	-14%	9%
COCCCn1cc(CN2CC(N3CCN(Cc4ccccc4F)CC3)CS2(=O)=O)nn1 (stereo not given)	0	2.4	38	0%	19%	0	-2%	2%	3%
CCCCCn1c(=O)[nH]c2cc(C(=O)N3CCN(c4cccc(C)c4)C(C)C3)ccc2c1=O (stereo not given)	.	.	.	-3%	-12%	16	.	.	-13%
O=C(O)c1cscn1	0	0.3	-8	-8%	12%	-3	-17%	-4%	-3%
CC(=O)Nc1ccc(C(=O)OCC(=O)Nc2ccccc2F)cc1	7	5.0	0	9%	11%	7	3%	-10%	-2%
O=C(Nc1ccccc1Cl)C(=O)c1cn(CC(=O)N2CCOCC2)c2ccccc12	5	-0.7	4	-3%	-11%	4	-1%	-12%	-11%
COc1ccc(NS(=O)(=O)c2cccc(C(=O)N3CCN(Cc4ccc5c(c4)OCO5)CC3)c2)cc1	-6	-2.6	7	10%	-22%	-11	0%	1%	-16%
